Screening results from PubChem.
HIF-2a inh: HIF-2a inhibition; 786-0 RCC cells HIF-2a reporter, luciferase luminescence, overnight; inhibition, % at 18.8 µM; hit rate 0.72% among 360,000;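 active means inhibition of the luminescence signal of 40% or more relative to plate controls, in a single-dose primary screen at 18.75 µM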
Vif imaging: HIV Vif inhibition; hit rate 0.35% among 340,000; HEK293T cells, Vif self-association by quenched fluorescence, imaging, 24 h; inhibition, % at 7.49 µM; in the data active means inhibition above about 50%, passing the limit was not always enough; further: some results filed as inactive read as strong as hits
aDG glyco act: increases alpha dystroglycan glycosylation; Pro5-aDG cells, alpha-DG glycosylation AlphaScreen (IIH6); 0% Pro5, 100% B10-LARGE cell signal; activation, % at 10 µM; hit rate 0.22% among 360,000; AID 624168;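 active means activation of at least 8% versus controls, or a plate z-score of at least 8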;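 further: Pro5 are CHO cells carrying HIG-tagged alpha-DG that lacks glycosylation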
PDI turbidity: blocks human protein disulfide isomerase activity | P07237 | PDI insulin aggregation turbidity, A650, 90 min | inhibition, % at 10 µM | hit rate 0.052% among 350,000 | AID 588391;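 active means mean inhibition across replicates of 30% or more, whatever share of single replicates reach that level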;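 further: absorbance from insulin aggregation driven by PDI reduction with DTT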
Target sequence (P07237 whole entry, looked up): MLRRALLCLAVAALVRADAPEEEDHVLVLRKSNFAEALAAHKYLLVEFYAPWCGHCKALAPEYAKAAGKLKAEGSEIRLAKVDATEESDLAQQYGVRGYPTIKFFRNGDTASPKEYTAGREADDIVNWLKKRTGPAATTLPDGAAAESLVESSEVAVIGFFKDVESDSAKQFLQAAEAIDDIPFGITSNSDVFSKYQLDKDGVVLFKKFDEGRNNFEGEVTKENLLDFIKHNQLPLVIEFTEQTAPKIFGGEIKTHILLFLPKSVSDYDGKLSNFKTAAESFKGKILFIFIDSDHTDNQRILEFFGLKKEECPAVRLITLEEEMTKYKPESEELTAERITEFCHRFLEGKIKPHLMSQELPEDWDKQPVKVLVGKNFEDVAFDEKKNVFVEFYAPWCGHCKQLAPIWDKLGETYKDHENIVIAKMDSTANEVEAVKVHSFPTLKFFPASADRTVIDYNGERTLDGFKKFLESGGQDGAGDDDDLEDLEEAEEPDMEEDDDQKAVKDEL
NR2E3 ag-1: agonists of human NR2E3 nuclear receptor | inhibition of corepressor binding, % at 3.98 µM | hit rate 0.35% among 360,000 | Q9Y5X4 | CHO-S Gal4-NCOR/VP16-NR2E3 two-hybrid, luciferase | AID 602229;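 active means inhibition above the mean of all tested compounds plus 3 SD, cut at about 70% in these data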;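 further: 0% = DMSO with NR2E3 transfected cells and 100% = cells lacking NR2E3 construct; higher means lower luciferase signal from less NR2E3 corepressor binding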
Target sequence (Q9Y5X4 whole entry, looked up, the tested form may be a part): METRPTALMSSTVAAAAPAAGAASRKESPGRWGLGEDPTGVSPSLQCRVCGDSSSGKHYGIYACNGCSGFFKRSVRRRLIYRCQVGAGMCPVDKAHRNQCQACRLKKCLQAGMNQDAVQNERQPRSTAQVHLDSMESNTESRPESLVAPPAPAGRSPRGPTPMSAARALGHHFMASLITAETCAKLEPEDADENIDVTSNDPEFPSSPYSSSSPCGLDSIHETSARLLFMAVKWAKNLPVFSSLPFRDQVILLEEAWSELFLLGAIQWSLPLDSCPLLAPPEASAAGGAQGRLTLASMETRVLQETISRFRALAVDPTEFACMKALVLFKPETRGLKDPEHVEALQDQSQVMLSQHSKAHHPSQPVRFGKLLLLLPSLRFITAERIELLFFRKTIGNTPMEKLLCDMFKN
TRPM1 prom inh: reduces MITF-dependent TRPM1 promoter luciferase signal; SK-MEL-5 TRPM1 promoter luciferase, 24 h; inhibition, % at 12.5 µM; hit rate 0.83% among 330,000;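 active means mean inhibition across replicates of 60% or more, whatever share of single replicates reaches that level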; further: values of inactives mirror those of a sister screen read the other way
Peg3 promoter: Peg3 promoter activity inhibition; HeLa PEG-Prom luciferase reporter, luminescence, overnight; inhibition, % at 20 µM; hit rate 1.7% among 360,000; AID 588405;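 active means inhibition of at least 50% at 20 µM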
CaV13 ICDI inh: Disruptors of the CACNA1D IQ motif to Ca2+-dependent inactivation inhibitor domain association, primary screening, Förster resonance energy transfer in intact living …; HEK cells, CFP/YFP FRET ICDI-IQ, plate reader, 10 min; percent FRET-ratio fall versus neutral wells; inhibition, % at 12.3 µM; hit rate 0.098% among 340,000; AID 743397;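 active means mean replicate inhibition of at least 30% and at least 1% of replicates passing that level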;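 further: 0% = median of the neutral control wells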
NR2E3 ag-2: NR2E3 (human) agonism. hit rate 0.12% among 320,000. AID 2300. Q9Y5X4. GST-NR2E3/biotin-RetCOR TR-FRET, 1536-well. inhibition of corepressor binding, % at 4.78 µM;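 active means percent inhibition above the cutoff of mean plus 3 SD of all tested compounds, set per screening campaign, cut at about 20% in these data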;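 further: 0% = DMSO wells and 100% = biotin wells as full block of FRET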
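System: GST-NR2E3 and biotin-RetCOR proteins; probe or stimulus: 7 nM biotin-RetCOR; doses: compound at 4.8 µM, single dose; schedule: Compound–protein incubation for 5 h at 4 °C; detection: time-resolved FRET; read-out: percent inhibition; controls: biotin wells as high control, 0.6% DMSO wells as low control; format: 1536-well plates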
Exocytosis inh: blocks lytic granule exocytosis | inhibition, % at 10 µM | hit rate 0.66% among 360,000 | TALL-104 LAMP-1 surface exposure, flow cytometry; cells stimulated with thapsigargin and PMA | AID 651702;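 active means inhibition above about 55%, limit read from the data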
iPSC survival up: increases survival of single human iPS cells; hiPSC single-cell survival, ATPlite luminescence; 100% = ROCK inhibitor wells, 0% = DMSO; survival enhancement, % at 20 µM; hit rate 0.044% among 360,000; in the data active means survival enhancement above about 18%;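 further: cells exposed to compounds for 16 hours before the ATP read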
Starred values were filed as active, the others as inactive; x = no result given.

SMILES | HIF-2a inh | Vif imaging | aDG glyco act | PDI turbidity | NR2E3 ag-1 | TRPM1 prom inh | Peg3 promoter | CaV13 ICDI inh | NR2E3 ag-2 | Exocytosis inh | iPSC survival up
Cc1nc(NC(=O)CN2CCN(c3cccc(Cl)c3)CC2)sc1C(=O)N(C)C | 26 | -5 | 0.0 | -1 | -2 | 5 | 15 | -5 | 2 | 2 | -0.2
COc1ccc(/C=N/Nc2cc(C)nc(-n3nc(C)cc3C)n2)cc1 | -18 | -2 | 0.4 | 14 | 94* | 15 | -16 | -17 | 1 | 4 | -1.1
Cc1cc(NC(=O)c2ccc(S(=O)(=O)N(C)CC3CCCO3)cc2)no1 (stereo not given) | 4 | -2 | 0.3 | -9 | -31 | 4 | 14 | 5 | -2 | 1 | -1.8
COC(=O)c1cc(-c2ccc(S(=O)(=O)N3CCCCC3)cc2)c(C(F)(F)F)s1 | 14 | -6 | 0.2 | -5 | 2 | -6 | 9 | -4 | 5 | 4 | 1.0
COc1ccnc(Oc2ccccc2)c1-c1ncn[nH]1 | 18 | 0 | -0.1 | -4 | -2 | -8 | -5 | -5 | 1 | -2 | -2.4
CCNC(=O)C12CCC(C)(C(=O)C1Br)C2(C)C (stereo not given) | 9 | 4 | -0.3 | -8 | 23 | 1 | -2 | -2 | -3 | -2 | -0.5
Cc1cccc2sc(NC(=O)c3ccc(OCC4CCCO4)cc3)nc12 (stereo not given) | -227 | -7 | 0.2 | -2 | -92 | -10 | -212 | -1 | -1 | 0 | 0.2
COc1ccc(-c2ncncc2-c2csc(C)n2)c(O)c1OC | 15 | 12 | 0.1 | 18 | -8 | 6 | 0 | -3 | 8 | -5 | 0.3
COCc1ccc(-c2ccc3c(c2)c(C#Cc2ccsc2)c(-c2cc(OC)cc(OC)c2)n3C)cc1 | -65 | -13 | 0.0 | 7 | 7 | 8 | -93 | -6 | -1 | 19 | 2.8
CC[N+](C)(CC)CCOC(=O)C1c2ccccc2Oc2ccccc21 | 9 | -14 | 0.2 | -3 | -9 | 15 | -6 | -5 | -3 | 0 | -0.4
O=C(CN1C(=O)NC2(CCc3ccccc32)C1=O)NCc1cccc(C(F)(F)F)c1 (stereo not given) | 7 | 2 | -0.1 | -1 | 13 | -5 | 2 | -5 | x | -6 | -3.1
CC(=O)Nc1cccc(-c2cc(-c3c(Cl)cccc3Cl)no2)c1 | -56 | 6 | 0.0 | -8 | -13 | -18 | -3 | -20 | 1 | -7 | -0.5
COc1ccc(NC(=O)CS(=O)CC(=O)Nc2cccc3cccnc23)cc1 (stereo not given) | 16 | 17 | -0.2 | 7 | -18 | 6 | -6 | -3 | 3 | -7 | -0.3
N#CC1(NC(=O)CSc2nnc(-c3ccccc3F)o2)CCCCC1 | 0 | x | 0.0 | 4 | -11 | -1 | -14 | -15 | 0 | 3 | -0.3
C[C@@H]1CN([C@@H](C)CO)C(=O)CCCn2nncc2CO[C@@H]1CN(C)C(=O)OCc1ccccc1 | 7 | -4 | 0.3 | -3 | -30 | x | -12 | -8 | x | 0 | 4.8
O=C(NC(NC(=S)Nc1ccccc1Cl)C(Cl)(Cl)Cl)c1cccc(Cl)c1 (stereo not given) | 44* | -12 | 4.6 | 3 | 15 | 2 | 46 | -7 | 1 | 11 | -0.1
O=C(NCCc1ccccc1)C1CCN(C2CCN(C(=O)CC3=CCCCC3)CC2)CC1 | 3 | 10 | 0.1 | -5 | -9 | -10 | -2 | -3 | -4 | 3 | 0.3
O=C(NCCc1ccccc1)c1ccc(CS(=O)(=O)Cc2ccccc2F)o1 | -29 | -3 | 0.2 | 4 | -17 | -10 | -9 | -10 | 2 | 5 | 1.1
COc1cc(NC(=O)c2cccc(Br)c2)nc(OC)n1 | -260 | 2 | -0.2 | 2 | -61 | -114 | -196 | -5 | 2 | 0 | -0.2
COC(=O)c1cc(NC2c3ccccc3C(=O)N2Cc2ccco2)cc(C(=O)OC)c1 (stereo not given) | 1 | -9 | 0.0 | x | 23 | x | 3 | -3 | 5 | 2 | -0.3
Cc1nc(NC2CCCC2)sc1C(=O)N(C)C | -10 | -1 | -0.1 | -2 | -3 | x | 4 | x | -2 | -1 | 3.1
COc1ccc(OC)c(NC(=O)c2cc3ccccc3cc2OC)c1 | -119 | 51* | 0.2 | -2 | -57 | -26 | -97 | -2 | 1 | 3 | -0.3
CC(=O)C[C@@H](O)CC(=O)[C@@H]1OC(=O)CCCCCCCc2ccccc21 | 10 | 19 | -0.2 | -2 | -15 | -23 | -13 | -8 | x | -6 | 7.6
CC(=O)Nc1ccc(-c2csc(NC(=O)CCCc3cccs3)n2)cc1 | -15 | -7 | 0.1 | 14 | 1 | -10 | -21 | 2 | -4 | -1 | 0.5
c1ccc(COc2ccc(CNCc3cccnc3)cc2)cc1 | -129 | 1 | 0.3 | 1 | -27 | -54 | -106 | -5 | -2 | 0 | 0.8
SMILES | HIF-2a inh | Vif imaging | aDG glyco act | PDI turbidity | NR2E3 ag-1 | TRPM1 prom inh | Peg3 promoter | CaV13 ICDI inh | NR2E3 ag-2 | Exocytosis inh | iPSC survival up
CCCC(=O)NC(=S)Nc1ccccc1C(F)(F)F | -8 | 0 | 0.0 | -3 | -25 | 2 | 6 | -6 | 1 | 4 | -1.8
CC(C)Cc1ccc(-c2cc3nc(NCC4CC4)ccn3n2)cc1 | -267 | x | 0.7 | -2 | -42 | x | -239 | -6 | x | -6 | 0.5
CC1=C(C(=O)N(C(C)C)C(C)C)CC(CC(=O)NCc2ccco2)C(=O)N1Cc1ccccc1 (stereo not given) | -1 | x | -0.1 | x | 7 | x | -7 | -4 | x | -1 | 0.4
Cc1cc2nc(C3CCN(Cc4nnnn4Cc4cccs4)CC3)[nH]c2cc1C | 5 | -8 | 1.4 | 3 | 22 | 27 | 17 | -7 | 3 | 1 | 0.0
C[C@@]12C(=O)Nc3ccccc3C(=O)N1[C@H]1c3cc(Br)ccc3OC[C@@H]1[C@@H]2c1ccccc1 | 25 | 0 | 0.1 | -5 | -13 | 27 | 33 | -11 | 2 | 9 | -1.6
COc1ccccc1NC(=S)NC(=O)C(C)(C)C | -13 | 1 | 0.0 | -2 | -4 | -15 | -27 | -9 | 2 | -1 | -1.5
Cc1ccc(S(=O)(=O)N2CCN(C(=O)CNC(=O)c3ccc(Cl)cc3)CC2)cc1 | 11 | -3 | 0.1 | -9 | 16 | 2 | 13 | -10 | x | 54 | 9.5
Cc1ccc(C2=Nc3cccnc3C(c3ccccc3)=NN2)cc1 | -246 | 2 | -0.1 | -4 | 10 | 4 | -281 | -8 | 4 | 4 | -0.7
N#CC1=C(N)C(C#N)(C#N)[C@H](c2cccnc2)[C@H]2CN(C(=O)OCc3ccccc3)CC=C12 | 11 | -2 | 0.0 | -2 | -2 | 9 | -2 | -5 | 0 | 4 | -0.5
CC1(Cc2ccc3c(c2)OCO3)C(=O)Nc2ccc(-c3cccc(C(F)(F)F)c3)cc21 (stereo not given) | 5 | -9 | 0.2 | -2 | -21 | x | 9 | -14 | x | -9 | -3.0
Cc1cc(-c2nn(-c3ccccc3F)cc2CN2CCC(C(N)=O)CC2)c(C)s1 | 10 | -3 | 0.1 | -2 | -8 | -5 | 5 | 10 | 1 | 0 | 0.5
CCN(C(=O)CSc1nnc(C)n1Cc1ccccc1)C1CCS(=O)(=O)C1 (stereo not given) | 4 | 28 | 0.2 | 11 | 26 | 7 | 11 | 1 | 0 | 0 | 2.8
CCc1ccccc1OCC(=O)Nc1nnc(C2CC2)s1 | -23 | 4 | -0.3 | -25 | -11 | x | -18 | -5 | x | 5 | -4.3
[C-]#[N+][C@H](O[C@@H]1O[C@H](CO)[C@@H](O)[C@H](O)[C@H]1O)c1ccccc1 | 14 | 8 | 0.6 | x | -6 | x | -6 | x | -3 | 6 | -1.1
O=C(CSc1nnc(-c2ccc(F)cc2)c2ccccc12)NCC1CCCO1 (stereo not given) | 24 | -2 | -0.2 | -5 | -20 | -2 | 11 | -6 | 4 | 1 | 0.8
CCOc1ccc(S(=O)(=O)NCCCl)cc1 | 19 | 2 | 0.5 | -3 | -4 | -4 | -1 | -1 | 2 | -2 | -0.6
CCc1ccccc1NC(=O)CSc1ccsc1[N+](=O)[O-] | 16 | 5 | 0.0 | -3 | 15 | 2 | 11 | -2 | 7 | 2 | 0.0
Cc1onc(-c2ccccc2)c1C(=O)N1CC(C)OC(C)C1 (stereo not given) | 12 | -2 | -0.5 | 13 | -11 | 1 | 0 | -6 | -4 | -2 | 7.9
CCCOc1ccc(N2C(=O)CC(N(CCc3ccc(OC)c(OC)c3)C(=S)Nc3ccccc3)C2=O)cc1 (stereo not given) | -6 | -6 | 0.6 | -6 | -27 | -7 | 15 | x | 0 | 6 | 0.3
CN(C)C(CNC(=O)c1sc2ccccc2c1Cl)c1ccco1 (stereo not given) | -175 | 8 | 0.0 | 4 | -20 | x | -151 | -7 | x | -1 | -3.7
CC1(C)CC(=O)C(C=Nc2ccc3cn[nH]c3c2)=C(O)C1 | -4 | 13 | 0.3 | -5 | 6 | 35 | 9 | -5 | -2 | -3 | 0.0
CCc1nnc(NC(=O)C2=NN(C3CCS(=O)(=O)C3)C(=O)CC2)s1 (stereo not given) | 7 | -5 | -0.4 | -1 | 5 | 12 | 7 | -5 | 5 | 0 | 1.3
O=S(=O)(c1ccc(F)cc1)N1CCc2ccccc21 | 18 | 0 | 0.0 | -2 | 12 | 11 | 25 | -6 | -3 | -6 | 1.4
CCS(=O)(=O)Nc1cccc(-c2cc(-c3ccccc3)c3cc(C)ccc3n2)c1 | 12 | 2 | 0.0 | 7 | -2 | 1 | 19 | -7 | 0 | -3 | -0.3
Cc1nc(Nc2cccc(C(C)O)c2)c2nnn(Cc3ccccc3F)c2n1 (stereo not given) | 1 | -10 | 0.7 | 1 | -19 | -5 | 16 | 7 | 2 | -10 | -0.8
CC1CN(C(=O)COC(=O)Cc2c(Cl)cccc2Cl)CC(C)O1 (stereo not given) | -2 | 7 | 0.3 | 1 | 23 | 14 | 10 | -5 | x | 6 | 1.8
CN(C)CCNC(=O)c1c(NC(=O)c2ccccc2)sc2c1CCCC2 | -49 | 17 | 0.4 | -3 | -9 | -8 | -22 | -5 | 2 | 36 | -0.3

Retrieved by compound from the list above (five):
SMILES | HIF-2a inh | Vif imaging | aDG glyco act | PDI turbidity | NR2E3 ag-1 | TRPM1 prom inh | Peg3 promoter | CaV13 ICDI inh | NR2E3 ag-2 | Exocytosis inh | iPSC survival up
CCc1ccccc1OCC(=O)Nc1nnc(C2CC2)s1 | -23 | 4 | -0.3 | -25 | -11 | x | -18 | -5 | x | 5 | -4.3
C[C@@]12C(=O)Nc3ccccc3C(=O)N1[C@H]1c3cc(Br)ccc3OC[C@@H]1[C@@H]2c1ccccc1 | 25 | 0 | 0.1 | -5 | -13 | 27 | 33 | -11 | 2 | 9 | -1.6
CCc1ccccc1NC(=O)CSc1ccsc1[N+](=O)[O-] | 16 | 5 | 0.0 | -3 | 15 | 2 | 11 | -2 | 7 | 2 | 0.0
CCOc1ccc(S(=O)(=O)NCCCl)cc1 | 19 | 2 | 0.5 | -3 | -4 | -4 | -1 | -1 | 2 | -2 | -0.6
CCS(=O)(=O)Nc1cccc(-c2cc(-c3ccccc3)c3cc(C)ccc3n2)c1 | 12 | 2 | 0.0 | 7 | -2 | 1 | 19 | -7 | 0 | -3 | -0.3
